# GSTO1 inh – counter-screen for RBBP9 inhibitors: inhibitors of human GSTO1. P78417. recombinant GSTO1, activity-based probe fluorescence polarization. inhibition, % at 5.96 µM. actives 1.1% (n = 300,000). AID 1974;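 active = inhibition above the campaign mean inhibition plus 3 SD, cut at about 35% in these data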;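 note: 0% = GSTO1-1 with DMSO and 100% = wells lacking GSTO1-1 enzyme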
# PREPL inh – inhibits the human prolyl oligopeptidase-like enzyme; Q4J6C6; recombinant PREPL, fluorescence polarization activity-based probe; inhibition, % at 5.96 µM; actives 0.68% (n = 320,000); AID 2751; in the data active = inhibition above about 43%;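 note: 0% = enzyme with DMSO and 100% = wells lacking enzyme; many of its hits are not listed in these tables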
# PAD4 inh – PAD4 (human) enzyme inhibition; Q9UM07; recombinant PAD4, RCA probe fluorescence polarization; inhibition, % at 6.36 µM; actives 0.41% (n = 330,000); AID 485272;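 active = percent inhibition above a cutoff equal to the mean of all tested compounds plus 3 SD, cut at about 15% in these data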;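 note: 0% = PAD4 with RCA probe and DMSO and 100% = probe without PAD4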
# Target sequence (Q9UM07 whole entry, looked up): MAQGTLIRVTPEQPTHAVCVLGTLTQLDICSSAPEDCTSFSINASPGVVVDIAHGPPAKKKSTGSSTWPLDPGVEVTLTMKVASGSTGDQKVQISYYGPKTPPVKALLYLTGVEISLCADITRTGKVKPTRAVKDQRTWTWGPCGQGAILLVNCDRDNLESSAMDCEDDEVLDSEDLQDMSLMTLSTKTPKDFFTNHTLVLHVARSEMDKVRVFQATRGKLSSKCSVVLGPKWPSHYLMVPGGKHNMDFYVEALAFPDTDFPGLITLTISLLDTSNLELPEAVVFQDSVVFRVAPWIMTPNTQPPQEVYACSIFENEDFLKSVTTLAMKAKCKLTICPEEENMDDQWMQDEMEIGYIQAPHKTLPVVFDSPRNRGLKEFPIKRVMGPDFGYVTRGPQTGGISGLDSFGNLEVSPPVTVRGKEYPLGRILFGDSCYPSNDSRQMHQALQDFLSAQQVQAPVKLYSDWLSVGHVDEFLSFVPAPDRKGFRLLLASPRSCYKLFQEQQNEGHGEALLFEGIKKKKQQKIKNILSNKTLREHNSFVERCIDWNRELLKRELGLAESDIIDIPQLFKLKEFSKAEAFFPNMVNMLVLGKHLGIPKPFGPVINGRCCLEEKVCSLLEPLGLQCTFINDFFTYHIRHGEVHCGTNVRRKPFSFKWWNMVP
# PAFAH2 FP inh – PAFAH2 (human) inhibition | Q99487 | recombinant PAFAH2, FP-rhodamine activity probe, fluorescence polarization | inhibition, % at 3.39 µM | actives 0.99% (n = 340,000) | AID 492956;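 active = inhibition above the mean over all tested compounds plus 3 SD, cut at about 30% in these data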;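 note: inhibitors block probe labeling of enzyme so polarization drops; 0% = enzyme with DMSO and 100% = wells lacking PAFAH2 protein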
# LYPLA2 inh – LYPLA2 (human) inhibition in PME1 counter-screen. O95372. recombinant LYPLA2, FP-Rh probe fluorescence polarization. inhibition, % at 5.9 µM. actives 0.38% (n = 320,000);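 active = inhibition above the screen-wide mean plus 3 SD, limit set per campaign, cut at about 26% in these data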;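 note: 0% = LYPLA2 with DMSO and 100% = wells lacking LYPLA2 enzyme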
# PAFAH1B3 FP inh – blocks human PAF acetylhydrolase 1B catalytic subunit 3. AID 492972. actives 0.28% (n = 340,000). inhibition, % at 3.39 µM. Q15102. recombinant PAFAH1B3, FP-rhodamine probe, fluorescence polarization;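 active = inhibition above the screen-wide average of all tested compounds plus 3 SD, cut at about 25% in these data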;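 note: 0% = enzyme with DMSO only and 100% = wells lacking PAFAH1B3 protein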
# LYPLA1 counter – blocks human lysophospholipase 1, a PME1 counter-screen. O75608. recombinant LYPLA1, FP-Rh probe fluorescence polarization. inhibition, % at 5.9 µM. actives 0.16% (n = 320,000);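 active = inhibition above the mean of all tested compounds plus 3 SD, set per campaign, cut at about 14% in these data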;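 note: inhibitors block serine hydrolase probe labeling of LYPLA1 so polarization falls; 0% = enzyme with DMSO and 100% = wells lacking LYPLA1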
# PAFAH1B2 FP inh – blocks human PAF acetylhydrolase 1b catalytic subunit 2. P68402. recombinant PAFAH1B2, FP-rhodamine activity probe, fluorescence polarization. inhibition, % at 3.39 µM. actives 1.2% (n = 340,000);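 active = inhibition above the mean of all tested compounds plus 3 SD, cut at about 24% in these data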;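 note: 0% = enzyme with DMSO and 100% = wells lacking PAFAH1B2; many of its hits are not listed in these tables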
# Target sequence (P68402 whole entry, looked up): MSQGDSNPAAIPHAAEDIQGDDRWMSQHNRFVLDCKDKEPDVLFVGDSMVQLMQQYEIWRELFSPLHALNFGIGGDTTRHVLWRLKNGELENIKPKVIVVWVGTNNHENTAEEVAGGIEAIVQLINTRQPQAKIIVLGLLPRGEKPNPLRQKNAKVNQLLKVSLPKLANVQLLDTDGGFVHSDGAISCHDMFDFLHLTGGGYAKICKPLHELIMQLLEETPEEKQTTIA
# pPAFAH FP inh – pPAFAH (human) enzyme inhibition; Q13093; recombinant pPAFAH, FP-rhodamine probe fluorescence polarization; inhibition, % at 3.39 µM; actives 1.5% (n = 330,000); AID 463082;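 active = inhibition above the mean inhibition across the screen plus 3 SD, cut at about 25% in these data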;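 note: inhibitors block binding of the rhodamine activity-based probe so polarization drops; 0% = enzyme with DMSO and 100% = wells lacking pPAFAH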
# * = called active by the depositor; · = no result given. Only part of the results is shown; the hit share may differ from the screen's.
SMILES,GSTO1 inh,PREPL inh,PAD4 inh,PAFAH2 FP inh,LYPLA2 inh,PAFAH1B3 FP inh,LYPLA1 counter,PAFAH1B2 FP inh,pPAFAH FP inh
CN(CCOc1ccccc1)CC(O)COCc1ccccc1F (centres undefined),1,-6,0,3,-3,-1,-4,3,6
COc1ccc(C2(C)NC(=O)N(CC(=O)Nc3ccc(Br)cc3F)C2=O)cc1OC (centres undefined),-1,-6,4,7,-3,5,-1,0,7
COc1cccc(NC(=O)CC2C(=O)NC3CCCCC3N2C(=O)c2ccccc2)c1 (centres undefined),4,0,-3,0,2,15,2,7,4
CC(C)[C@H](NC(=O)N1c2ccccc2NC(=O)[C@@H]1C(C)C)C(=O)N[C@@H](C(=O)O)c1ccccc1,3,5,1,-1,3,6,-1,5,-1
COc1ccc(NS(=O)(=O)c2cc(NC(=O)CNC(=O)c3cccc(OC)c3)ccc2C)cc1,-7,-5,-1,-2,-10,-1,-10,4,4
Cn1nc([N+](=O)[O-])c(C(C#N)c2ccccn2)c(Cl)c1=O (centres undefined),8,2,4,2,0,0,2,-2,-1
CCOC(=O)CCn1nnc(N)n1,7,-1,-7,17,-3,5,1,0,0
O=C(NNc1c(F)c(F)cc(F)c1F)c1ccco1,·,20,1,4,·,12,·,5,-2
Cc1ccc(S(=O)(=O)N2CCN(Cc3ccccc3C(F)(F)F)CC2)cc1,-5,4,-3,0,7,-4,0,-1,2
COc1ccc(C2CCCN2CC(O)COc2ccccc2C(C)C)cc1 (centres undefined),1,-11,0,-5,-7,-3,-5,-3,7
O=C(Cn1c(=O)[nH]c2sc3c(c2c1=O)CCCC3)NCC1CCCO1 (centres undefined),-2,11,-2,1,-1,7,-1,4,9
Cn1cnnc1SCCC(=O)Nc1ccccc1,2,20,0,-2,2,1,2,-5,2
CC(Sc1nnc(Cc2ccc3c(c2)OCO3)o1)C(N)=O (centres undefined),5,1,0,-9,6,3,5,-2,1
Cc1cc(=O)cc(C)[nH]1,1,8,1,2,-3,3,-2,-7,3
O=C(CSc1ncnc2sccc12)N1CCCCC1,·,1,-2,3,·,15,·,7,2
c1ccc(CC[C@@H]2CC[C@@H](CCc3ccccc3)N2)cc1,·,-10,-2,3,0,10,4,4,0
CC(=O)Nc1nc(NCc2ccccc2Cl)n(-c2ccccc2)n1,0,-4,1,-1,6,-1,1,1,7
COc1ccc(NC2=NCC(=O)N2c2ccccc2)c(OC)c1,6,-5,3,10,2,1,2,-2,3
CCOc1ccc(/C=N/N2C(=O)C(CC(=O)Nc3ccc(F)cc3F)SC2=NC)cc1OC (centres undefined),5,5,2,-7,-8,-3,-2,1,-1
CCC(=O)N1N=C(c2ccc(NS(=O)(=O)CC)cc2)CC1c1ccc(C)cc1 (centres undefined),4,15,0,-2,5,-4,-2,0,7
COC(=O)CN(C)C(=O)c1ccccc1OC1CCN(S(C)(=O)=O)CC1,-2,9,-5,3,-5,5,1,4,-7
CC(CC(=O)Nc1cccc(S(=O)(=O)N2CCCCC2)c1)c1ccccc1 (centres undefined),·,11,3,10,5,3,-3,7,0
COc1c(Cl)cnn(-c2cccc(C)c2)c1=O,3,-3,0,1,7,9,1,0,5
COCCn1cnc2c1c(=O)n(CC(=O)O)c(=O)n2Cc1ccccc1,-6,11,0,-2,-8,9,1,3,-4
COc1nnc(-c2ccc(N3CCOCC3)c(NC(=O)c3ccccc3)c2)c2ccccc12,-1,0,2,-1,-11,2,-2,2,2
# Following part:
SMILES,GSTO1 inh,PREPL inh,PAD4 inh,PAFAH2 FP inh,LYPLA2 inh,PAFAH1B3 FP inh,LYPLA1 counter,PAFAH1B2 FP inh,pPAFAH FP inh
N#Cc1ccc(-c2nnnn2-c2ccc3c(c2)OCO3)cc1,4,-5,-4,-3,-3,6,-3,3,6
CCCN(Cc1cc2ccc(C)cc2[nH]c1=O)C(=O)c1ccccn1,-3,5,1,-5,-4,9,0,-3,4
CN(C(=O)c1cc(-c2ccccc2)on1)C1CCCCC1,6,-5,0,-3,-3,4,3,-3,-9
CCOc1cccc(C2C(C(=O)c3ccc(C)o3)=C(O)C(=O)N2Cc2ccncc2)c1 (centres undefined),4,1,-4,4,-2,3,0,0,2
Cc1ccc(S(=O)(=O)N2CCN(C(=O)COC(=O)CCOc3ccc(C(C)(C)C)cc3)CC2)cc1,0,18,2,-1,5,3,0,8,16
COCc1ccccc1C1=CC(=O)C[C@H](c2ccc(OC)cc2)C1,·,17,-5,-4,4,16,-1,7,0
O=C(/C=N/O)NCC1CCNCC1,3,15,-3,1,2,9,3,5,0
O=c1c2ccccc2nnn1CSc1nnc(-c2cccnc2)n1-c1ccccc1F,-1,1,-3,2,-3,9,-3,-1,5
CCOc1ccc(N2C(=O)Nc3ccc(Br)cc3C2(O)C(=O)NCCCN(C)C)cc1 (centres undefined),-1,2,0,-8,3,3,-2,1,6
CC(C)(C)c1ccc(/C=C2\CCn3c2nc2cc(C(=O)O)ccc2c3=O)cc1,2,3,-1,-1,-2,9,2,7,5
Cc1cc(N2C(=O)c3ccc(C(=O)Nc4ccccc4O)cc3C2=O)no1,5,-1,-5,-7,0,4,0,8,2
O=C(NCc1nnc(SCC(=O)N2CCCC2)o1)c1c(F)cccc1Cl,1,0,4,-9,1,2,2,3,1
O=C(COC(=O)c1ccccc1C(=O)N1CCN(c2ccccc2)CC1)NCc1ccccc1,-7,-45,-1,9,4,6,3,2,-1
Cc1ccccc1OCC1CN(CN2CCOCC2)C(=O)O1 (centres undefined),4,-9,5,1,-6,0,1,5,-2
CCCCn1c(SCC(=O)N2CCC(C)CC2)nc2ccsc2c1=O,0,-6,-2,2,4,6,1,-1,5
CSCCC(NC(=O)COc1ccccc1)C(=O)N1CCN(c2ccccc2O)CC1 (centres undefined),4,13,-2,1,4,10,0,8,2
CCN(CC)S(=O)(=O)c1ccc(N(C)CCc2ccc(OC)c(OC)c2)nc1,5,19,-1,-6,4,7,-3,-2,1
Cc1ccc2c(=O)c(C(=O)c3ccc(F)cc3)cn(CC(=O)NCc3ccco3)c2n1,-7,5,-3,4,10,5,-1,4,4
O=C(NCc1ccccc1)c1ccccc1NC(=O)C1CCCCC1,-6,13,0,5,6,5,-4,-2,1
Cc1ccc(CNC(=S)Nc2cc(C(=O)O)ccc2C)cc1,6,-3,-4,1,-2,1,0,9,1
CCc1ccc(CNC(=O)CCc2cn(C)c3ccccc23)cc1,-4,0,0,-2,2,8,5,4,8
CC(NC(=O)C(=O)NCCCn1ccnc1)c1ccccc1 (centres undefined),-3,7,0,1,-1,12,3,5,1
Cc1ccc(C(=O)N/N=C\C2CC=CCC2)cc1[N+](=O)[O-] (centres undefined),3,4,0,2,-1,-1,0,-1,0
O=C(NCc1ccc2c(c1)OCO2)c1ccc(CS(=O)Cc2cccc(Cl)c2)o1 (centres undefined),4,1,2,-3,9,-3,4,4,5
O=C(NC(=S)Nc1nc(-c2ccccc2)cs1)c1cccnc1,6,2,-3,-13,-1,2,-7,-2,3
# More compounds.
SMILES,GSTO1 inh,PREPL inh,PAD4 inh,PAFAH2 FP inh,LYPLA2 inh,PAFAH1B3 FP inh,LYPLA1 counter,PAFAH1B2 FP inh,pPAFAH FP inh
Cc1ccc(OCc2cc(C(=O)NC(C)Cc3cnccn3)no2)cc1C (centres undefined),5,-4,0,1,1,2,-3,0,5
C=CCN(C(=O)Nc1ccc(Cl)cc1)C1CC(=O)N(c2ccc(OC)cc2)C1=O (centres undefined),1,-4,-4,-7,1,-1,1,7,4
CCCN(CCC)c1ccc(CC(=O)NC(C)Cc2ccccc2)cc1 (centres undefined),1,16,1,3,6,8,1,6,14
Cc1cc2c(c(=O)n1CC1CCCO1)C(c1ccc3c(c1)OCO3)C(C#N)=C(N)O2 (centres undefined),8,-15,-3,5,7,2,3,-3,-1
CCc1ccccc1NC(=O)C1CCN(C(=O)c2ccc([N+](=O)[O-])cc2)CC1,2,9,-3,-9,-1,4,3,1,4
COc1ccc(Cc2nnc(SCC(=O)Nc3ccccc3C#N)o2)cc1,-1,4,5,5,-3,-1,-2,2,1
CC(=O)NC1=NC(=O)/C(=C/N2CCOCC2)S1,-1,-2,-1,-3,6,-1,-1,4,8
Fc1cc(F)cc(NC(=S)Nc2ccccc2N2CCOCC2)c1,4,13,3,-3,9,5,-2,2,4
COC(=O)c1[nH]c2ccccc2c1NC(=O)c1c(F)cccc1F,4,-6,-1,-4,3,2,-2,-6,7
COCCNC(=O)[C@@H]1CCCN1S(=O)(=O)c1cccc2cccnc12,11,7,6,-1,5,-7,0,2,-1
NC(=O)c1ccc(NC(=O)CSc2nnc(C3CCCCC3)n2N)cc1,-6,6,-1,-4,8,3,5,0,4
CC1(c2ccc3c(c2)OCCCO3)NC(=O)N(CC(=O)NCCc2ccccc2)C1=O (centres undefined),·,7,0,-1,4,2,-4,-2,0
COc1ccc2c(c1)C(=O)[C@H](O)[C@@H](c1ccc(OC)c(Br)c1)O2,5,11,-1,·,93*,·,44*,·,4
O=C(CNC1CCCCC1)Nc1cccc(C(F)(F)F)c1,3,1,-4,2,8,1,3,-5,4
Cc1ccccc1N=Cc1c(O)n(-c2nccs2)c(=O)c2ccccc12,-10,15,0,-6,4,5,-1,5,0
COc1cccc(-c2sc3ccc(OC)cc3c2-c2ccc(OC)cc2F)c1,·,-6,7,-7,0,1,-1,0,3
CN1C(=O)C(C(=O)Nc2ccccc2F)c2ccccc21 (centres undefined),-1,0,1,6,3,6,4,-2,1
O=[N+]([O-])c1ccc2c(c1)nc1n2CCCCC1,3,1,0,-4,-6,-2,-2,-1,-3
COc1ccc(CN2CCNC(=O)C2CC(=O)N(C)Cc2nc(C)cs2)c(OC)c1 (centres undefined),2,0,-1,-4,-4,-4,4,-2,5
CC(C)CC(=O)NNC(=O)C(C)C,-2,6,-1,0,0,-5,5,4,-3
COc1cc(/C=C2\SC(N)=NC2=O)cc(Cl)c1O,26,3,-2,-9,-3,2,-6,3,9
Cc1c(NC(=O)CSc2ccccn2)c(=O)n(-c2ccccc2)n1C,4,-1,0,5,6,3,4,-3,2
CCS(=O)(=O)N1CCC(C(=O)c2ccc(Cl)cc2)CC1,2,-3,0,-6,0,3,1,5,8
CSCC[C@H](NC(=O)COc1ccc(Cl)cc1)c1nc2ccccc2[nH]1,12,-8,0,8,-5,5,-3,6,1
COc1ccc2c(c1)c1ncn(CCc3ccccc3)c(=O)c1n2C,-8,42,-1,-2,6,0,2,2,7
Cc1cccc(NC(=O)Nc2ccc(C)cc2Br)c1,-1,7,4,-5,-3,4,2,0,-5
COc1ccc(NC(=O)C(=O)N/N=C/c2cccnc2)c(OC)c1,-1,-2,5,-8,1,-2,3,-1,5
CC(=O)Cc1nsc(NC(=O)c2ccc(-c3cccc(C(F)(F)F)c3)o2)n1,-1,-4,4,-10,-5,-7,-1,4,5
Cc1ccccc1C(=O)NC(CC(C)C)C(=O)OCc1cc(=O)n2cc(Br)ccc2n1 (centres undefined),-1,10,1,-3,-6,-1,-6,-2,4

# Structures listed so far containing a tert-butyl group, in the order listed:
SMILES,GSTO1 inh,PREPL inh,PAD4 inh,PAFAH2 FP inh,LYPLA2 inh,PAFAH1B3 FP inh,LYPLA1 counter,PAFAH1B2 FP inh,pPAFAH FP inh
Cc1ccc(S(=O)(=O)N2CCN(C(=O)COC(=O)CCOc3ccc(C(C)(C)C)cc3)CC2)cc1,0,18,2,-1,5,3,0,8,16
CC(C)(C)c1ccc(/C=C2\CCn3c2nc2cc(C(=O)O)ccc2c3=O)cc1,2,3,-1,-1,-2,9,2,7,5

# Compound activity (PubChem BioAssay)
